Bioassay records deposited in PubChem by several laboratories.
STAT1 act: activators of IFN-gamma induced STAT1 signaling | 200,000 compounds, 2.6% hits | NIH 3T3 STAT1-luciferase reporter, luminescence; 100% = IFN-gamma alone, no compound | activation (% of control), % at 5.5 µM | AID 932;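 active = activation above the screen-wide mean activation plus 3 SD, cut at about 130% in these data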;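 also: raw ratio to IFN-gamma control signal so 100% means no change and 0% no light; values of inactives mirror those of a sister screen read the other way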
RAM network inh: inhibitors of the yeast RAM network; inhibition, % at 50 µM; 190,000 compounds, 1.8% hits; S. cerevisiae dse1pr::URA3 reporter, 5-FOA growth OD615, 2 d; analog-sensitive cbk1-as2 kinase mutant strain; AID 868;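 active = inhibition above a set limit, 3 SD over mean compound inhibition, cut at about 8.4% in these data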;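 also: 0% = DMSO-only wells with no growth and 100% = 10 µM 1-NA-PP1 full growth; inhibition rescues growth on 5-FOA so higher OD means more RAM inhibition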
STAT3 activator: increases IL-6 driven STAT3 reporter signal; AID 871; 190,000 compounds, 0.91% hits; U3A cells, IL-6 STAT3-luciferase reporter, luminescence; 100% = signal with IL-6 EC80 alone; activation (% of control), % at 5.6 µM;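 active = activation above the screen-wide mean of compound activation plus 3 SD, cut at about 130% in these data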;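 also: 0% = background luminescence of wells with medium and substrate only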
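Material: STAT3-luciferase reporter U3A cells. Controls: IL-6-treated wells, 100% activation. Read-out: % activation versus median of IL-6-stimulated wells. Probe or stimulus: IL-6 stimulus at 33 ng/mL final. Timing: compound 1 h, then IL-6 6 h at 37 °C. Signal: reporter luminescence signal.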
APP 5UTR inh: APP translation inhibition. SH-SY5Y APP 5'UTR-luciferase reporter, luminescence. inhibition, % at 2 µM. 190,000 compounds, 0.82% hits. AID 1285;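 active = inhibition above a set limit, derived from the sample mean plus 3 SD, cut at about 45% in these data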; also: values of inactives mirror those of a sister screen read the other way
NF-kB neuron act: NF-kB expression increase, human neuronal cells | AID 1239 | fold change at 12.5 µM | 190,000 compounds, 1.6% hits | NF-kB reporter expression; hits give high values; in the data active = fold change above about 3.3
APP 5'UTR act: activates APP 5'UTR luciferase reporter; AID 1276; 190,000 compounds, 1% hits; activation, % at 2 µM; SH-SY5Y APP 5'UTR luciferase reporter, luminescence; zero percent = DMSO vehicle wells;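 active = activation above a set limit, based on mean plus 3 SD of controls, cut at about 140% in these data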; also: values of inactives mirror those of a sister screen read the other way
Hsp70 activator: switches on Hsp70 transcription; 200,000 compounds, 0.04% hits; activation, % at 10 µM; HeLa Hsp70 promoter luciferase reporter, luminescence; scaled: vehicle 0, proteasome-inhibitor control 100%;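 active = activation above the mean across all tested compounds plus 3 SD, cutoff set per campaign, cut at about 5.5% in these data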;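 also: 100% = MG132 at 30 µM as the positive control and 0% = DMSO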
FLuc inhib CS: Photinus pyralis luciferase inhibition counter-screen | P08659 | ATPLite firefly luciferase biochemical luminescence, 10 min | inhibition, % at 10 µM | 200,000 compounds, 1.5% hits | AID 1006;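 active = inhibition above about 50% when tested at 10 µM, limit read from the data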
Target sequence (P08659 whole entry, looked up): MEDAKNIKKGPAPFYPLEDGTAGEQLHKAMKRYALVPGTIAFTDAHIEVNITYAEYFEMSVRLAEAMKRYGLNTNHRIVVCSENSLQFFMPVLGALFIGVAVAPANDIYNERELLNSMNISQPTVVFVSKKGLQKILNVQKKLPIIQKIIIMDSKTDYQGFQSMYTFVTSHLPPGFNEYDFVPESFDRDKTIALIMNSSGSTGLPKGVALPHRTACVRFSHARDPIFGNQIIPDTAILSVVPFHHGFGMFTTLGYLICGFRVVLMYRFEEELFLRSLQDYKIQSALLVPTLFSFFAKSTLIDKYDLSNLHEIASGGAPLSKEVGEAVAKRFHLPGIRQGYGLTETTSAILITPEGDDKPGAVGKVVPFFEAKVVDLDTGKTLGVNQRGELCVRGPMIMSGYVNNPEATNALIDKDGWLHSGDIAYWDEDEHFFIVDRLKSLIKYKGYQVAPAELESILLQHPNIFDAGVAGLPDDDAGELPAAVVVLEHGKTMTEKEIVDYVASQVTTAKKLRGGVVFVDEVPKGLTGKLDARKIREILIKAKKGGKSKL
STAT1 inh: inhibitors of IFN-gamma induced STAT1 signaling | AID 920 | NIH 3T3 STAT1-luciferase reporter, luminescence | inhibition, % at 5.5 µM | 200,000 compounds, 0.35% hits;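 active = inhibition above a set limit, the mean inhibition across all tested compounds plus 3 SD, cut at about 34% in these data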;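 also: 0% = IFN-gamma with DMSO and 100% = IFN-gamma with 300 µM nifuroxazide; values of inactives mirror those of a sister screen read the other way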
STAT3 inh: inhibitors of IL-6 induced STAT3 signaling. U3A cells, IL-6 STAT3-luciferase reporter, luminescence; host cell line lacks STAT1. 190,000 compounds, 0.89% hits. inhibition, % at 5.5 µM;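 active = inhibition above the mean inhibition across all screened compounds plus 3 SD, cut at about 44% in these data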;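 also: 0% = DMSO only wells and 100% = 100 µM nifuroxazide control wells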
Numbers without * were called inactive; · = not tested or not shown.

molecule	STAT1 act	RAM network inh	STAT3 activator	APP 5UTR inh	NF-kB neuron act	APP 5'UTR act	Hsp70 activator	FLuc inhib CS	STAT1 inh	STAT3 inh
Cc1cccc(C(=O)NC(=S)Nc2ccc(S(=O)(=O)N3CCCCC3)cc2)c1	92	2.1	87	9	1.4	-9	-0.3	-2	9	16
O=C(CCc1ccccc1)n1nc(-c2ccccc2)nc1NCc1ccco1	95	7.9	100	-16	1.3	16	-0.2	-2	-1	2
COCC(C)NC(=S)NC(=O)c1cc(S(=O)(=O)N2CCOCC2)ccc1C (configuration not stated)	100	0.8	106	3	0.96	-3	-0.3	-9	-3	-2
O=C(CSc1nc2ccccc2c(=O)n1-c1ccc(F)cc1)Nc1ccc(N2CCOCC2)cc1	101	3.0	94	-15	1	15	-0.2	-5	-1	2
Cc1csc(NC(=O)C(NC(=O)c2ccccc2F)C(C)C)n1 (configuration not stated)	95	0.1	103	4	1.1	-5	-0.2	4	5	5
COc1ccc(N2CCN(C(=O)/C(C#N)=C/c3ccccc3)CC2)cc1	105	8.7*	89	10	0.72	-10	-0.3	-6	-5	20
O=C(Nc1cc(C(F)(F)F)ccc1N1CCOCC1)C1Cc2ccccc2CN1C(=O)c1ccco1 (configuration not stated)	103	2.7	139*	4	0.73	-3	0.0	-3	-3	-44
Cc1ccc2nc(Cl)c3cc(C(=O)N(CCN(C)C)Cc4ccco4)sc3c2c1	99	-0.2	108	-4	0.73	4	-0.1	-2	0	-8
CCCC[n+]1ccn(-c2nc3ccccc3nc2[N-]S(=O)(=O)c2ccccc2)c1	104	2.3	98	5	0.9	-5	-0.4	-2	-3	2
CC(=O)Cc1c(C(=O)O)c(C)nn1-c1ccccc1	96	0.4	100	-8	0.97	8	0.0	-4	3	3
COc1cccc(Cn2cccc(NC(=O)Nc3ccccc3C)c2=O)c1	93	2.4	97	0	0.9	0	0.1	-2	7	12
CCCn1nc(C(=O)NCC(C)(C)N2CCOCC2)c2ccccc2c1=O	95	2.5	94	-6	0.97	6	-0.2	-5	5	11
COc1ccc(S(=O)(=O)Nc2nnc(C(C)(C)C)s2)cc1	100	-1.4	103	-16	1.1	17	0.0	-10	0	-2
CCn1cc(CNC(=O)C2C3CCC(C3)C2C(=O)O)cn1 (configuration not stated)	106	1.1	103	0	1.4	0	-0.1	-2	-7	0
CCOCCCn1c(NN)nc2ccccc2c1=O	102	-0.5	100	13	·	-13	-0.2	-4	-4	5
CNC(=S)Nc1cc(C(F)(F)F)ccc1Cl	101	0.8	97	-1	1.4	1	-0.4	-7	-1	2
Clc1ccc(COc2ccccc2CNCc2cccnc2)cc1	95	1.5	102	17	1.3	-17	-0.2	-7	5	-5
COc1cc(/C=C(/C#N)c2ccccc2F)ccc1OCc1ccccc1	92	10*	97	-2	1.2	3	-0.3	3	9	-1
Cc1ccc(S(=O)(=O)NCC(=O)OCC(=O)c2cccs2)cc1	97	1.5	108	-20	1.2	20	-0.2	-4	3	-2
Cc1c(N=N/C(C(=O)Nc2ccccc2)=C(/O)c2ccccc2)c(=O)n(-c2ccccc2)n1C	105	3.9	96	3	1	-3	0.0	-5	-6	8
COc1ccc(C)cc1C(=O)CCC(=O)Nc1ccccc1N1CCOCC1	110	1.1	103	-8	0.11	8	-0.2	-1	-11	0
Cc1csc(NC(=O)CSc2nnc(-c3ccoc3C)n2Cc2ccco2)n1	91	-0.7	106	-2	0.74	2	0.0	-4	10	-4
Cc1noc(C)c1COC(=O)c1cccnc1Cl	104	0.4	101	-1	1.4	1	-0.1	-6	-5	6
O=C(NNC(=O)c1cccc2ccccc12)c1ccco1	98	3.0	95	6	1.3	-6	-0.2	1	2	11
COc1cc(CNn2cn[nH]c2=S)cc(Cl)c1OCc1ccc(F)cc1	91	-1.8	84	-24	1	24	-0.4	-8	10	18
C=CCNc1nc(Cl)nc(Nc2ccc(OC)cc2)n1	112	7.1	105	-12	1.4	12	0.3	-3	-14	-4
CCn1c(SCC(=O)Nc2nccs2)nnc1-c1ccncc1	104	-0.1	108	15	0.98	-15	-0.2	-7	-4	-10
Cc1cnc2cc(Cl)c(Cl)cc2n1	101	2.3	96	-19	1.2	19	0.2	-7	-1	6
Cc1ccc(Sc2cc(C(F)(F)F)nc(N(C)C)n2)cc1	89	5.7	107	12	1.1	-12	-0.3	-1	12	2
Cc1ccccc1OCC(=O)NCCN(C)C	103	0.5	103	-9	0.88	9	-0.4	-4	-4	2
COc1ccc(/C=N/Nc2ncnc3c2[nH]c2ccccc23)c(OC)c1OC	102	5.0	116	0	1.2	0	-0.4	-5	-2	-18
CC1CCN(CC(=O)Nc2ccc(Br)cc2[N+](=O)[O-])CC1	107	0.1	103	6	·	-6	-0.2	1	-8	3
CCOc1cccc(C(=O)N2CCCCC2c2cccnc2)c1 (configuration not stated)	95	0.7	96	16	0.97	-16	-0.4	1	5	10
CC(=O)n1nc(-c2cccnc2)nc1N	99	0.6	100	-19	0.94	19	-0.2	2	1	4
CC(=O)NC(Cc1ccc(F)c(F)c1)C(=O)NC1CCN(c2nnnn2-c2ccccc2)CC1 (configuration not stated)	94	0.5	97	-24	1.2	24	0.1	-1	5	10
COc1ccc(OC)c2sc(NC(=O)CCSc3ccccc3)nc12	98	5.7	95	6	1.2	-6	0.1	-7	2	14
CCCn1c(SCC(=O)NCc2ccco2)nnc1C(C)C	100	-1.1	106	4	1.1	-4	-0.3	-4	0	-2
Cc1ccc(-n2c(SCC(=O)NCc3ccco3)nnc2-c2cccnc2)c(C)c1	93	0.9	100	3	1	-3	-0.3	·	8	4
Cc1ccc(C)c(N(C(=O)Cn2nnc3ccccc32)C(C(=O)NC(C)(C)C)c2ccsc2)c1 (configuration not stated)	97	4.8	108	-9	1	9	0.0	-2	4	-4
CCCCN(C(=S)Nc1cccc(C)c1C)c1c(N)n(CCC)c(=O)[nH]c1=O	97	1.6	105	-21	1.1	21	0.0	-2	2	3
Nc1cc(Br)c(N)c(Br)c1	97	1.7	102	1	0.85	-1	-0.3	0	1	2
CC(=O)NCCCc1nc2ccccc2n1Cc1ccccc1C	97	-1.2	91	-1	1.1	1	-0.4	-8	4	11
COc1cc(-n2ccnc2SC)c(Cl)cc1Cl	98	2.1	93	-4	1	4	-0.2	-5	2	16
Cc1ccc(OCC(=O)Nc2ccc(N3CCN(S(C)(=O)=O)CC3)cc2)c(C)c1	103	3.6	104	2	1.4	-2	0.1	-5	-5	-3
CCOC(=O)c1ccc(N2C(=O)C(CC(N)=O)N(CCc3ccc(OC)c(OC)c3)C2=S)cc1 (configuration not stated)	103	7.8	104	-1	1.3	1	-0.1	-11	-7	0
COc1ccc2oc(=O)c(C(=O)N3CCN(c4ccccc4)CC3)cc2c1	109	-1.1	94	-3	1.5	3	0.5	-2	-10	10
CCOC(=O)c1ccc(NCc2ccc(N(C)C)cc2)cc1	109	0.3	102	3	0.89	-3	-0.1	-7	-10	2
CC1(C)NC(=O)N(CC(O)CN2CCCC2)C1=O (configuration not stated)	102	-0.2	105	-8	1.1	8	-0.2	-7	-5	-3
NNC(=O)c1sc2cc(C(F)(F)F)cnc2c1-c1cccs1	98	0.8	108	-2	1.2	2	-0.2	-2	0	-4
Oc1ccc2ccccc2c1CNn1cnnc1	99	4.4	94	·	0.91	·	-0.3	-6	1	6
CCN=C1SC(C(=O)NCCc2ccccc2)CC(=O)N1CC (configuration not stated)	97	1.4	103	0	1	0	-0.3	2	4	0
CCCCC(=O)Nc1sc2c(c1-c1nc3ccccc3s1)CCN(C(C)=O)C2	93	1.9	94	9	0.84	-9	-0.3	-6	8	12
O=C(CC(c1ccccc1)c1ccccc1)N1CCN(c2ccccn2)CC1	92	1.4	103	-2	·	2	-0.2	-8	9	3
O=C(c1c[nH]c2ccc(S(=O)(=O)N3CCOCC3)cc2c1=O)N1CCN(c2ccccn2)CC1	104	2.0	103	6	1.6	-5	0.1	-4	-5	-3
S=C(NCC1CCCO1)Nc1ccc(Nc2ccccc2)cc1 (configuration not stated)	98	3.2	91	-13	1	13	-0.1	-4	1	15
O=C(CN1CCC(n2nnc3cc(C(F)(F)F)ccc32)CC1)Nc1ccc2c(c1)OCCO2	96	1.3	99	-7	0.51	7	-0.4	-2	4	7
CCN1CCN(C(=O)c2sc3nc(C)nc(N4CCC(C)CC4)c3c2C)CC1	103	2.5	100	-14	0.91	14	-0.2	-9	-2	4
C/C(N)=C(/C#N)C(=O)CSc1ccccc1F	126	2.1	109	-31	1.9	31	0.3	-2	-30	-9
O=C(Nc1ccc(F)cc1)Nc1ccc(N2CCCC2)c(S(=O)(=O)Nc2ccccc2Cl)c1	104	6.4	107	9	0.78	-9	-0.1	-2	-5	-12
